# STAT3 blocker = STAT3 signaling inhibition; U3A cells, IL-6 STAT3-luciferase reporter, luminescence; host cell line lacks STAT1; AID 862; inhibition, % at 5.5 µM; 190,000 tested, 0.89% active;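 active means inhibition above the mean inhibition across all screened compounds plus 3 SD, cut at about 44% in these data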;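 further: 0% = DMSO only wells and 100% = 100 µM nifuroxazide control wells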
# HMGR II inh = E. faecalis class II HMG-CoA reductase inhibition; AID 1066; 190,000 tested, 0.41% active; purified E. faecalis HMGR, NADPH absorbance 340 nm kinetic; inhibition, % at 10 µM;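 active means inhibition above a set limit, the median over all tested compounds plus 3 SD, cut at about 9.5% in these data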;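 further: enzyme runs in reverse so mevalonate oxidation gives rising NADPH absorbance; 0% = complete reaction with DMSO and 100% = background rate lacking mevalonate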
# Hsp70 activator = transcriptional activators of Hsp70; HeLa Hsp70 promoter luciferase reporter, luminescence; scaled: vehicle 0, proteasome-inhibitor control 100%; activation, % at 10 µM; 200,000 tested, 0.04% active; AID 1203;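 active means activation above the mean across all tested compounds plus 3 SD, cutoff set per campaign, cut at about 5.5% in these data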;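 further: 100% = MG132 at 30 µM as the positive control and 0% = DMSO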
# APP 5'UTR act = activates APP 5'UTR luciferase reporter | AID 1276 | activation, % at 2 µM | SH-SY5Y APP 5'UTR luciferase reporter, luminescence; zero percent = DMSO vehicle wells | 190,000 tested, 1% active;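 active means activation above a set limit, based on mean plus 3 SD of controls, cut at about 140% in these data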; further: values of inactives mirror those of a sister screen read the other way
# STAT1 inh = STAT1 signaling inhibition | NIH 3T3 STAT1-luciferase reporter, IFN-gamma, luminescence | 200,000 tested, 0.35% active | inhibition, % at 5.5 µM;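 active means inhibition above a set limit, the mean inhibition across all tested compounds plus 3 SD, cut at about 34% in these data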;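 further: 0% = IFN-gamma with DMSO and 100% = IFN-gamma with 300 µM nifuroxazide; values of inactives mirror those of a sister screen read the other way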
# NF-kB neuron act = compounds increasing NF-kB expression in human neuronal cells; NF-kB reporter expression; hits give high values; fold change at 12.5 µM; 190,000 tested, 1.6% active; AID 1239; in the data active means fold change above about 3.3
# STAT3 activator = STAT3 signaling activation; U3A cells, IL-6 STAT3-luciferase reporter, luminescence; 100% = signal with IL-6 EC80 alone; activation (% of control), % at 5.6 µM; 190,000 tested, 0.91% active; AID 871;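 active means activation above the screen-wide mean of compound activation plus 3 SD, cut at about 130% in these data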;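 further: 0% = background luminescence of wells with medium and substrate only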
#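 system = STAT3-luciferase reporter U3A cells | reagent = IL-6 stimulus at 33 ng/mL final | timing = 1 h compound pre-exposure, 6 h IL-6 stimulation, 37 °C | measured by = luminescence | evaluation = % activation versus median of IL-6-stimulated wells | control set = IL-6-only wells as 100% reference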
# TLR4 MyD88 comp = inhibitors of human TLR4-MyD88 binding. inhibition, % at 8.4 µM. AID 861. 200,000 tested, 0.18% active. O00206+Q99836. HeLa CL3-4 TLR4/MyD88 BLA complementation, FRET ratio; in the data active means inhibition above about 25%;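 further: 0% = vehicle and 100% = reference inhibitor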
# Target sequence (O00206 whole entry, looked up): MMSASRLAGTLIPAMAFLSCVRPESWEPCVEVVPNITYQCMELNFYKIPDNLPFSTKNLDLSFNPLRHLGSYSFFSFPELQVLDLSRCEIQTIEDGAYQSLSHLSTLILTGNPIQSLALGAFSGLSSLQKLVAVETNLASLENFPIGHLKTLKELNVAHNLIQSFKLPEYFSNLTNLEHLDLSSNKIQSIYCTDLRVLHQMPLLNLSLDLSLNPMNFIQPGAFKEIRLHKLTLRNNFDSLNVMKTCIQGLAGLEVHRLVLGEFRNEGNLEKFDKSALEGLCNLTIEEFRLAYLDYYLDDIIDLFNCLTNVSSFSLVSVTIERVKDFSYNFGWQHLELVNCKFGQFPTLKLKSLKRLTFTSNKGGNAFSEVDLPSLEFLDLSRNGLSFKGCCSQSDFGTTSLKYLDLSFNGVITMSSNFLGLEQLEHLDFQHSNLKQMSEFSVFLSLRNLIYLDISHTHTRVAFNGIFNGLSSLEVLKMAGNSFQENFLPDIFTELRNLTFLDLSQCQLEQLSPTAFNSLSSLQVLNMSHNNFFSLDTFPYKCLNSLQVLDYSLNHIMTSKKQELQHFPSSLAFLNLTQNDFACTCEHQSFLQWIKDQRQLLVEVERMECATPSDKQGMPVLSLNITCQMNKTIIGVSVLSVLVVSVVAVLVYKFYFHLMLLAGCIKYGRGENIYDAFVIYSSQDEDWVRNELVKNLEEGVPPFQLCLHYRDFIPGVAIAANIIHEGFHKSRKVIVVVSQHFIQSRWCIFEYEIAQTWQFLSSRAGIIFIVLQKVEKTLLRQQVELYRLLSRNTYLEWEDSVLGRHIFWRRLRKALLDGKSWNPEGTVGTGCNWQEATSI
# Target sequence (Q99836 whole entry, looked up): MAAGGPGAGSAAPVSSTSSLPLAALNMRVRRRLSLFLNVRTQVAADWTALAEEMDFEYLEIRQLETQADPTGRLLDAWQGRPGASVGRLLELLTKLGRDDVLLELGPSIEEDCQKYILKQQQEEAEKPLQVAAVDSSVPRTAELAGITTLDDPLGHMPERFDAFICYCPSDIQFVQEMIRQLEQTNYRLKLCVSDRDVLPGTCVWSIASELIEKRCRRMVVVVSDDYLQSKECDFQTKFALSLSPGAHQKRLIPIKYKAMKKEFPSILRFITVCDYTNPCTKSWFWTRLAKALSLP
# Redox H2O2 prof = compounds producing H2O2 with reducing agent – biochemical, NIH compound library profiling, artefact control for MLSCN library redox annotation, primary screen | activation, % at 10 µM | DTT-dependent redox cycling H2O2, phenol red/HRP absorbance; 100% = 100 µM peroxide control, 0% = buffer | 200,000 tested, 0.03% active;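 active means activation of at least 50% relative to the plate's high and low controls in the primary single-dose screen; inactive means activation below 50%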;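 further: compound incubated with DTT at 0.8 mM final as the reducing agent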
# STAT1 act = increases IFN-gamma driven STAT1 reporter signal; NIH 3T3 STAT1-luciferase reporter, luminescence; 100% = IFN-gamma alone, no compound; activation (% of control), % at 5.5 µM; 200,000 tested, 2.6% active; AID 932;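 active means activation above the screen-wide mean activation plus 3 SD, cut at about 130% in these data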;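 further: raw ratio to IFN-gamma control signal so 100% means no change and 0% no light; values of inactives mirror those of a sister screen read the other way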
# The depositor's hits bear a star; / = not tested or not shown.
SMILES,STAT3 blocker,HMGR II inh,Hsp70 activator,APP 5'UTR act,STAT1 inh,NF-kB neuron act,STAT3 activator,TLR4 MyD88 comp,Redox H2O2 prof,STAT1 act
Cc1ccc(/C=c2\sc3n(c2=O)CN(c2ccc(Br)cc2)CN=3)o1,7,-6,-0.1,-8,-3,1.1,98,-1,-0.4,103
CCC12CN(C(=O)c3ccc(C)cc3)CC(CC)(CN(C(=O)c3ccc(C)cc3)C1)C2=O,2,-7,-0.4,-15,-3,1.2,100,-2,-0.1,103
CC1CC(C)CN(S(=O)(=O)c2cccc(C(=O)OCCN3CCCC3=O)c2)C1 (configuration not stated),8,-3,-0.5,-11,7,0.98,97,9,0.3,94
CC1(C)COC(c2ccc(F)c([N+](=O)[O-])c2)=N1,11,0,-0.2,6,7,0.76,91,22,0.2,94
CC(=O)c1cccc(NC(=O)CN(c2ccc(F)cc2)S(C)(=O)=O)c1,5,-1,-0.5,-6,-17,0.86,99,3,0.4,115
CCN(CC(=O)NCCc1ccccc1)S(=O)(=O)c1ccc(C)cc1,0,-3,-0.1,-12,8,1.1,102,1,-0.2,93
Cc1cc(C)cc(OCC(=O)N/N=C/c2ccco2)c1,10,-7,-0.2,-7,-9,1.4,96,-3,0.0,107
N#Cc1ccc(-c2cccnc2)nc1SCC(=O)Nc1sc2c(c1C#N)CCC2,4,-2,-0.3,2,-10,1.2,100,3,-0.7,107
CCC1CCCCN1C(=O)c1c[nH]c2ccc(S(=O)(=O)N(C)c3ccc(Cl)cc3)cc2c1=O (configuration not stated),8,-1,-0.2,0,-1,0.9,99,-9,0.8,101
CC(C)(C)OC(=O)NCCc1nnc(SCc2ccccc2Cl)o1,5,-2,-0.2,0,-5,1.1,100,0,2.4,105
CCOC(=O)c1ccc(-n2c(C)nc3c(cnn3-c3ccccc3Cl)c2=O)cc1,9,-4,-0.5,3,3,0.81,97,1,0.4,98
O=C1Nc2ccc(S(=O)(=O)NCCC3=CCCCC3)c3cccc1c23,8,9,-0.1,12,11,1.1,97,9,1.4,90
Cc1ccc(Cn2ccc(NC(=O)c3cc(C(C)C)on3)n2)cc1,15,-1,-0.1,-6,-5,1.2,92,-13,-0.7,104
CCn1cc(C(=O)NCc2ccccc2)c(=O)c2cc(F)c(N3CCN(C(=O)c4ccco4)CC3)cc21,28,-3,-0.6,0,3,0.34,80,-12,0.6,98
O=C(c1ccco1)N1CCN(c2ccc(S(=O)(=O)N3CCCC3)cc2)CC1,9,-5,-0.3,12,-1,1.3,94,1,1.2,101
COCCCNc1oc(-c2ccccc2F)nc1C#N,-2,-2,0.1,16,5,1.3,105,3,-2.6,96
COc1cccc(-c2csc(N3CCN(C(=O)Nc4ccccc4OC)CC3)n2)c1,1,-6,0.0,20,-2,1.2,101,-1,0.5,102
COc1cccc(-c2cc(C(=O)Nn3cnnc3)c3ccccc3n2)c1,12,-3,-0.4,-4,6,1.4,95,3,-0.3,95
COc1cc(OC)cc(C(=O)N[C@H](C(=O)NCc2ccco2)C(C)C)c1,4,-4,-0.4,-1,-2,1.1,101,1,-0.7,100
Cc1cc(NCc2ccco2)n2ncnc2n1,-4,-2,-0.1,8,-8,1.1,101,3,0.2,107
O=C(CC12CC3CC(CC(C3)C1)C2)NC(=S)N1CCCCC1,-6,-7,-0.2,8,1,1.1,104,-6,-0.2,99
CS(=O)(=O)N(Cc1ccccc1)c1ccc(C(=O)NCc2ccccc2)cc1,5,4,-0.1,-17,5,1.3,96,0,0.1,95
O=C(NCc1ccccn1)c1nc(-c2ccc(C(F)(F)F)cc2)no1,-6,-6,-0.1,6,-9,1.1,112,1,-2.2,106
CCCCCCNC(=O)C(C#N)c1nc2ccccc2nc1N1CCCC1 (configuration not stated),4,0,-0.2,-2,4,0.99,99,38*,1.2,96
CCc1ccc(OCc2nnc(SCC(=O)N3CCN(c4ccccc4)CC3)o2)cc1,9,-3,-0.2,13,4,1.1,94,-1,0.9,95
O=C(O)c1ccc2c(c1)C(=O)N(Cc1ccccc1)C2=O,0,-3,0.0,21,-2,0.9,103,-10,-0.3,102
CCOc1ccccc1N1CC(C(=O)Nc2c(C)n(C)n(-c3ccccc3)c2=O)CC1=O (configuration not stated),0,6,-0.1,18,-6,1.1,102,-15,-1.0,106
CCn1ccnc1CNC(=O)CC1C(=O)NCCN1Cc1ccccc1F (configuration not stated),2,-5,-0.2,0,-1,1,101,-3,0.1,99
O=C(/C=C/c1ccco1)NCC(=O)N/N=C/c1ccc(Cl)cc1,1,6,0.1,4,6,1.2,106,21,7.2,95
Cc1cc(/C=C2\SC(=S)NC2=O)c(C)n1C1CC1,-5,2,-0.3,-10,-11,1.4,110,-14,0.4,110
Cn1c(-c2ccc([N+](=O)[O-])cc2)nc2ccccc21,17,-1,0.4,-2,-30,1.5,90,6,0.0,124
Cc1oc(-c2ccccc2F)nc1CS(=O)(=O)CC(=O)N1CCc2ccccc21,5,-5,-0.3,-3,-1,0.92,95,-18,-0.9,98
CCCc1cc(=O)oc2c(CN3CCCC3)c(O)ccc12,-2,-5,0.2,14,-2,1.2,103,-9,9.2,102
O=C(CSCc1cnn(-c2ccccc2)c1-n1cccc1)NCc1cccnc1,-4,-4,0.0,-10,6,0.78,106,6,-0.1,93
COc1cc(-c2nc3ccccn3c2/N=C/c2cc(OC)c(OC)c(OC)c2)ccc1O,10,/,-0.3,8,-7,/,100,-7,-3.9,106
C=CCn1c(SCC(=O)N2CCc3ccccc3C2)nc2ccccc2c1=O,6,-8,-0.1,2,16,0.84,97,-1,-6.7,86
Cc1cc(C(F)F)n2nc(C(=O)Nc3ccccc3Br)nc2n1,12,2,0.2,8,-7,1,89,-11,2.6,107
CCC(=O)N1CCc2cc(Br)cc(S(=O)(=O)N(C)c3ccc(OC)cc3OC)c21,18,-5,0.2,-1,8,0.8,91,-2,-0.7,91
CC(=O)c1cccc(Nc2nc(=O)c3cccnc3s2)c1,10,0,-0.2,-13,-1,3.4*,93,-1,0.0,103
CC(Sc1nnc(COc2ccccc2)n1Cc1ccccc1)C(=O)O (configuration not stated),2,3,-0.1,12,-9,1,102,-3,-0.4,106
N#CCOC(=O)/C=C/c1ccc2c(c1)OCO2,2,-2,-0.4,20,3,1.7,102,-6,-1.2,96
CN(C)CCNC(=O)CCCNC(=O)Cn1cnc2sc3c(c2c1=O)CCCC3,8,-1,0.0,-10,-4,1.1,98,1,0.0,104
COc1ccc(CCNC(=O)N2CCOCC2)cc1,2,-9,-0.2,4,10,1.1,100,-8,0.6,92
COC(=O)CN1C(=O)C(O)=C(C(C)=O)C1c1ccc([N+](=O)[O-])cc1 (configuration not stated),6,1,0.0,-3,1,1.1,99,-2,0.2,99
COCCn1c(=S)[nH]c2cc(C(=O)N3CCN(Cc4ccc5c(c4)OCO5)CC3)ccc2c1=O,27,0,-0.3,20,-5,0.79,79,-1,2.5,104
Oc1ccc(C[C@H]2CNC(=S)N2CCc2cc(C(F)(F)F)cc(C(F)(F)F)c2)cc1,/,-8,0.1,-14,7,1.7,/,1,0.5,95
Cc1ccc(NC(=O)N2CCN(S(=O)(=O)c3ccccc3)CC2)cc1,6,-7,-0.1,9,0,1.1,95,0,-3.6,100
CCCCc1n[nH]c2c1C(=O)CC(C)(C)C2,2,-2,-0.3,11,-2,1.1,102,1,0.2,100
CC1(C)C2CCC1(CS(=O)(=O)NCc1ccc(C(=O)O)cc1)C(=O)C2 (configuration not stated),6,4,-0.1,5,9,0.93,94,-10,-3.5,92
C/C(=N\NC(=O)c1ccccc1)c1ccccc1Br,-8,2,-0.1,27,-19,1.9,104,-7,-0.2,116
Cc1ccc2cccc(NC3OC(=O)c4ccccc43)c2n1 (configuration not stated),-14,-4,-0.2,1,-12,1.1,112,-32,-0.4,110
Cc1cccc(NC(=O)c2ccc(CN3CCN(Cc4ccccc4)CC3)cc2)c1,63*,-2,-0.1,11,6,1.2,48,7,0.9,93
Cc1ccc(-c2noc(CC(c3ccccc3)c3ccccc3)n2)cc1,7,-6,-0.4,-18,-2,2.8,99,-12,0.3,102
CCOc1cc(N2CCOCC2)c(OCC)cc1NC(=O)c1ccccc1,10,2,-0.5,-18,1,0.97,93,16,12,100
COc1cccc(C(=O)Nc2c(C)n[nH]c2C)c1,-4,-3,-0.3,9,4,1.1,105,-9,-0.4,97
COc1ccc(OC)c(-n2c(-c3cc(-c4ccco4)[nH]n3)n[nH]c2=S)c1,8,-2,0.3,15,7,/,99,6,-0.3,94
N/C(=N\OC(=O)Cc1cccs1)c1cccc([N+](=O)[O-])c1,9,-1,0.1,4,-16,1.6,99,-3,0.0,114
CCC(=O)Nc1cccc(SC)c1,12,0,-0.3,-13,-1,1.1,92,-9,-0.2,101
CCN(CC)S(=O)(=O)c1ccc(C)c(NC(=S)N2CCN(C/C=C/c3ccccc3)CC2)c1,26,-4,0.0,2,17,0.83,79,-8,-0.2,83
Cc1ccsc1C(=O)NC(C)c1ccc2c(c1)OCO2 (configuration not stated),1,-3,0.3,1,4,1,102,-19,0.5,101

# Additional entries
SMILES,STAT3 blocker,HMGR II inh,Hsp70 activator,APP 5'UTR act,STAT1 inh,NF-kB neuron act,STAT3 activator,TLR4 MyD88 comp,Redox H2O2 prof,STAT1 act
CN(C)CC(C)(C)NS(=O)(=O)c1ccc(Cl)cc1,8,0,0.1,-2,-2,0.99,97,1,0.0,102
COc1ccccc1CC(=O)Nc1ccc([N+](=O)[O-])cc1O,14,-2,0.1,24,-4,1.1,93,-15,0.0,101
COc1ccc(NC(=S)NCCCN2CCCC2)cc1,3,-6,-0.3,15,-8,1.2,99,-29,0.6,105
CS(=O)c1nc(-c2ccc(Br)cc2)cc(-c2ccccc2)c1C#N (configuration not stated),-22,-1,0.0,-94,-15,0.12,125,23,-2.5,116
CC(=O)c1cnc(SCCN2C(=O)c3ccccc3C2=O)nc1C,24,-10,0.1,-5,5,1.1,89,-1,0.9,95
Cc1cc(CNC(=O)Cc2c(F)cccc2Cl)nn1C,2,0,-0.2,-2,-6,1.4,101,6,0.5,107
Cc1nc2nc(SCC(=O)NCCCN3CCOCC3)nn2c(C)c1Cc1ccccc1,8,-3,-0.1,1,2,1.3,98,4,0.9,98
COc1cc2c(cc1OC)[C@@H]1Cc3cc4c(cc3[C@H](C2)N1C)OCO4,4,-5,-0.3,8,1,0.97,94,-3,0.1,99
O=C1C=C(N(CCO)Cc2ccccc2)c2ccccc2C1=O,-16,-8,0.0,-20,9,0.6,121,-10,129*,91

# No enrichment for hits; any-hit rate near 5.6%.
